MrgX1 antagonist: blocks BAM8-22 activation of human MrgX1 receptor. MRGX1-HEK293 calcium flux, Fluo-4, BAM8-22 antagonism; hits give low values. B-score at 10 µM. actives 1.3% (n = 310,000);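 active = calcium-response B-score plate-corrected more than 3 library SD below zero, starting fluorescence within 5 deviations, no agonist response on first addition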;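 also: peak minus trough fluorescence over baseline after final BAM8-22 challenge near maximal dose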
TRPC6 inhibitor: blocks the mouse TRPC6 cation channel; HEK293-TRPC6, membrane potential dye, ACh-evoked depolarization; hits give low values; Q61143; B-score at 10 µM; actives 1.1% (n = 310,000);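 active = B-score under library mean minus 3 SD, initial fluorescence not abnormally high, positive integrated signal ratio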;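 also: B-score derived from integrated fluorescence ratio over the kinetic read; more negative B-score means stronger inhibition of depolarization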
SKKanGAS inh: blocks kanamycin growth of S. pyogenes SKKanGAS strain; BacTiter-Glo, 6 h; inhibition, % at 7.5 µM; actives 1.3% (n = 300,000);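 active = mean replicate score, as percent of positive control median, at least 50; inconclusive = mean below 50 but one replicate at or above 50; inactive = mean and every replicate below 50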;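 also: strain carries kanamycin resistance gene driven by streptokinase promoter and grows in 40 µg/ml kanamycin; loss of luminescence reflects streptokinase promoter inhibition or plain growth inhibition; 0% = median of DMSO wells and 100% = positive control at its reference dose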
MrgX1 allo act: human MrgX1 positive allosteric modulation, primary screen | Q96LB2 | MrgX1-HEK293, Fluo-4 calcium flux, FDSS; hits give high values | B-score at 10 µM | actives 0.63% (n = 310,000) | AID 588675;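 active = plate-corrected calcium response at least 3 library SD above typical, normal starting fluorescence, not activating the receptor alone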;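 also: compound read alongside a low EC10 to EC30 dose of BAM8-22 agonist; peak minus trough fluorescence over baseline measured at the second addition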
TRPC6 activator: activates the mouse TRPC6 cation channel | HEK293-TRPC6 membrane potential dye fluorescence; hits give high values | B-score at 10 µM | actives 0.13% (n = 310,000);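 active = B-score of the integrated fluorescence ratio above library mean plus 3 SD, and starting fluorescence ratio within library mean plus 5 SD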;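 also: higher score means more depolarization so channel activation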
Platelet DG rel: platelet dense granule release activity; human platelet-rich plasma, SFLLRN dense granule ATP release, luminescence; inhibition, %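 (compounds screened at 7.5 µM in platelet-rich plasma)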; actives 0.22% (n = 300,000);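 active = mean replicate score, as percent of positive control, at or above 50; inconclusive = mean below 50 but at least one replicate at or above 50; inactive = mean and every replicate below 50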
HIF activator: HIF pathway transcriptional activation; actives 0.32% (n = 300,000); AID 1910; activation, % at 7.5 µM (by protocol); U2OS HRE-luciferase reporter, luminescence; normalized: DMSO 0%, desferrioxamine 100%;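 active = mean activation of at least 10% of the iron chelator positive control signal, with at least half of replicates also reaching 10%; inconclusive = mean and replicate majority disagree about reaching 10%; inactive = mean and most replicates under 10%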
RGS4 block: inhibitors of human RGS4. P49798. HEK293 M3R/RGS4 inducible, Fluo-4 calcium flux; hits give high values; triggered by carbachol at its EC20. B-score at 10 µM. actives 0.45% (n = 310,000);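 active = B-score, a plate-corrected calcium signal, over three deviations above library mean, with baseline fluorescence within five deviations of library mean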;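 also: RGS4 expression induced by doxycycline in cells with stable M3 receptor; B-score is computed from the integrated fluorescence ratio over baseline after carbachol; higher B-score means a larger calcium signal and so more RGS4 inhibition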
RGS4 pot: RGS4 potentiation or activation | HEK293 M3R/inducible RGS4, carbachol calcium flux Fluo4; hits give low values | B-score at 10 µM | actives 0.92% (n = 310,000) | AID 463111;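 active = B-score of the integrated calcium signal more than 4 SD below the library mean, with starting fluorescence not abnormally high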;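 also: negative B-score means reduced calcium response which marks RGS4 activation or potentiation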
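Also added: carbachol at ECmax as muscarinic agonist stimulus; Assay system: HEK293 cells with stable M3R and inducible RGS4; Timing: overnight RGS4 induction, 30 min dye load 37 °C, 20 min compound RT; Measured by: Fluo4-AM (2 µM) calcium-flux fluorescence, kinetic read.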
TRPC4 inh: TRPC4 (mouse) channel inhibition; Q9QUQ5; HEK293 TRPC4beta/mu-opioid, DAMGO-evoked Fluo4 calcium flux; hits give low values; B-score at 10 µM; actives 0.39% (n = 300,000);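 active = B-score over 3 SD under the library average, no early fluorescence shift, positive overall ratio signal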
Target sequence (Q9QUQ5 whole entry, looked up): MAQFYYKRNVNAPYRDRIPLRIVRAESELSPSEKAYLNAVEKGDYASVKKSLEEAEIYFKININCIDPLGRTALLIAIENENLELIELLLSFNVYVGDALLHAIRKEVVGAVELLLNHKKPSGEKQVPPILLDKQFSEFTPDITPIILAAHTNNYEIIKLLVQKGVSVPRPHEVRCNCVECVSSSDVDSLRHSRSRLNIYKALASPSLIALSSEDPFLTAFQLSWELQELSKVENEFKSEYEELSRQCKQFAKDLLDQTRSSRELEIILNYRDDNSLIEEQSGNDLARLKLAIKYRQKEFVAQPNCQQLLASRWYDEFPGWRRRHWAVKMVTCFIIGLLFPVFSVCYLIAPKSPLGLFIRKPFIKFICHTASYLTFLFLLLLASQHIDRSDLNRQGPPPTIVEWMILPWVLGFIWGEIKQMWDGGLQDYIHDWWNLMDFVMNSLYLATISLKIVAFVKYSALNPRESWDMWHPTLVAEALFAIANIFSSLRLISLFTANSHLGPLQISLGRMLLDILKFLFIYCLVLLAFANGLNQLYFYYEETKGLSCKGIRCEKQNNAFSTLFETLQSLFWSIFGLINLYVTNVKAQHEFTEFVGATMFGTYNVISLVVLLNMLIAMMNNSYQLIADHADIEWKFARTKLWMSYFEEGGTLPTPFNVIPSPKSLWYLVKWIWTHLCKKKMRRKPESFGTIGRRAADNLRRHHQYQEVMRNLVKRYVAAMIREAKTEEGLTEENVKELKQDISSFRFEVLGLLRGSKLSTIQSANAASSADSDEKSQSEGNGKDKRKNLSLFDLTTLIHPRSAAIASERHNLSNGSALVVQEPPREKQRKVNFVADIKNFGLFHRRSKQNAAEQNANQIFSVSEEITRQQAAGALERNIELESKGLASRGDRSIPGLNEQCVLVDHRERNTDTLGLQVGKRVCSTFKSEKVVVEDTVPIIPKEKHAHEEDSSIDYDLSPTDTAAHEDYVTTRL
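material = TRPC4beta/mu-opioid receptor HEK293 cell line | probe or stimulus = sequential submaximal and maximal DAMGO stimulation | compound dosing = one concentration per compound | measured by = Fluo4 Ca2+ flux fluorescence | evaluation = integrated fluorescence ratio relative to baseline, converted to per-well B score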
MrgX1 ag: human MrgX1 receptor agonism, primary screen. MrgX1-HEK293 cells, Fluo-4 calcium fluorescence, agonist mode; hits give high values. B-score at 10 µM. actives 0.44% (n = 310,000). AID 588627;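 active = calcium response B-score plate-corrected fluorescence ratio at least 3 library SD, with starting fluorescence B-score inside 5 SD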
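Test system: HEK293 cells stably expressing human MrgX1 receptor; Input: fifteen thousand cells per well; Dosing: compound delivered in addition one of three; Schedule: overnight seeding, then 1 h dark dye loading; Technique: Fluo-4 NW calcium fluorescence; Measure: B-scored fluorescence response ratio; Controls: positive and negative controls per plate.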
* hit, by the source's call. Hits appear at their usual frequency. Share with any hit: about 6.1%.

Screening CC(C)(CC(=O)O)Cc1nc(-c2ccc(Cl)cc2)no1 returned MrgX1 antagonist inactive, TRPC6 inhibitor inactive, SKKanGAS inh 1, MrgX1 allo act inactive, TRPC6 activator inactive, Platelet DG rel 26, HIF activator 0.7, RGS4 block inactive, RGS4 pot inactive, TRPC4 inh inactive and MrgX1 ag inactive.
COc1ccccc1N(CC(=O)Nc1c(C)n(C)n(-c2ccccc2)c1=O)S(=O)(=O)c1ccc(C)cc1 was read as MrgX1 antagonist -5.5*, TRPC6 inhibitor inactive, SKKanGAS inh 1, MrgX1 allo act inactive, TRPC6 activator inactive, Platelet DG rel 1, HIF activator -0.1, RGS4 block inactive, RGS4 pot inactive, TRPC4 inh inactive and MrgX1 ag inactive.
Cn1cccc1/C=N/N1CCN(Cc2ccccc2Cl)CC1 was read as MrgX1 antagonist inactive, TRPC6 inhibitor inactive, SKKanGAS inh 12, MrgX1 allo act inactive, TRPC6 activator inactive, Platelet DG rel -3, HIF activator -0.6, RGS4 block inactive, RGS4 pot inactive, TRPC4 inh inactive and MrgX1 ag inactive.
Cc1ccccc1OCC(=O)NNC(=O)CN1C(=O)c2ccccc2C1=O was read as MrgX1 antagonist inactive, TRPC6 inhibitor inactive, SKKanGAS inh -3, MrgX1 allo act inactive, TRPC6 activator inactive, Platelet DG rel 5, HIF activator 0.0, RGS4 block inactive, RGS4 pot inactive, TRPC4 inh inactive and MrgX1 ag inactive.
Screening CC1CCN(C(=O)c2ccc(Br)c(S(=O)(=O)N3CCOCC3)c2)CC1 returned MrgX1 antagonist inactive, TRPC6 inhibitor inactive, SKKanGAS inh 12, MrgX1 allo act inactive, TRPC6 activator inactive, Platelet DG rel -1, HIF activator -0.2, RGS4 block inactive, RGS4 pot inactive, TRPC4 inh inactive and MrgX1 ag inactive.
O=C(Oc1c(-c2ccccc2)oc2ccccc2c1=O)c1ccccc1 was read as MrgX1 antagonist inactive, TRPC6 inhibitor inactive, SKKanGAS inh 16, MrgX1 allo act inactive, TRPC6 activator inactive, Platelet DG rel 1, HIF activator 0.8, RGS4 block inactive, RGS4 pot inactive, TRPC4 inh inactive and MrgX1 ag inactive.
For COC(=O)C1C(O)=CC(=O)CC1C (stereo not drawn) the results were MrgX1 antagonist inactive, TRPC6 inhibitor inactive, SKKanGAS inh -1, MrgX1 allo act inactive, TRPC6 activator inactive, Platelet DG rel -1, HIF activator 0.3, RGS4 block inactive, RGS4 pot inactive, TRPC4 inh inactive and MrgX1 ag inactive.
CCOC(=O)NC1(Nc2ccc(C)cc2)Oc2ccccc2O1 was read as MrgX1 antagonist inactive, TRPC6 inhibitor inactive, SKKanGAS inh -2, MrgX1 allo act inactive, TRPC6 activator inactive, Platelet DG rel 0, HIF activator 1.4, RGS4 block inactive, RGS4 pot inactive, TRPC4 inh inactive and MrgX1 ag inactive.
C(=N\N=C\c1ccccc1)/c1ccccc1 was read as MrgX1 antagonist inactive, TRPC6 inhibitor inactive, SKKanGAS inh 9, MrgX1 allo act inactive, TRPC6 activator inactive, Platelet DG rel -4, HIF activator 2.2, RGS4 block inactive, RGS4 pot inactive, TRPC4 inh inactive and MrgX1 ag inactive.
Screening COC(=O)/C(N=Nc1c(C)n(C)n(-c2ccccc2)c1=O)=C(\C)O returned MrgX1 antagonist inactive, TRPC6 inhibitor inactive, SKKanGAS inh 3, MrgX1 allo act inactive, TRPC6 activator inactive, Platelet DG rel -2, HIF activator 0.0, RGS4 block inactive, RGS4 pot inactive, TRPC4 inh inactive and MrgX1 ag inactive.
For Cc1ccc2nc(-c3ccccc3)cn2c1 the results were MrgX1 antagonist inactive, TRPC6 inhibitor inactive, SKKanGAS inh 38, MrgX1 allo act inactive, TRPC6 activator inactive, Platelet DG rel 73*, HIF activator -2.3, RGS4 block inactive, RGS4 pot inactive, TRPC4 inh inactive and MrgX1 ag inactive.
Screening O=C(CSc1nnnn1CCCO)Nc1ccc2c(c1)OCO2 returned MrgX1 antagonist inactive, TRPC6 inhibitor inactive, SKKanGAS inh -6, MrgX1 allo act inactive, TRPC6 activator inactive, Platelet DG rel -3, HIF activator 0.0, RGS4 block inactive, RGS4 pot inactive, TRPC4 inh inactive and MrgX1 ag inactive.
COc1ccc(-c2nc3c([nH]2)c(=O)n(C)c(=O)n3C)c(OC)c1 was read as MrgX1 antagonist inactive, TRPC6 inhibitor inactive, SKKanGAS inh -4, MrgX1 allo act inactive, TRPC6 activator inactive, Platelet DG rel 1, HIF activator -0.4, RGS4 block inactive, RGS4 pot inactive, TRPC4 inh inactive and MrgX1 ag inactive.
For Cc1cc(C)c(S(=O)(=O)Nc2ccc(-c3cn4ccccc4n3)cc2)c(C)c1 the results were MrgX1 antagonist inactive, TRPC6 inhibitor inactive, SKKanGAS inh 17, MrgX1 allo act inactive, TRPC6 activator inactive, Platelet DG rel -11, HIF activator 0.3, RGS4 block inactive, RGS4 pot inactive, TRPC4 inh inactive and MrgX1 ag inactive.
Screening O=C(Nc1nonc1-c1ccc(Cl)cc1)c1ccco1 returned MrgX1 antagonist inactive, TRPC6 inhibitor inactive, SKKanGAS inh 0, MrgX1 allo act inactive, TRPC6 activator inactive, Platelet DG rel -4, HIF activator -0.2, RGS4 block inactive, RGS4 pot inactive, TRPC4 inh inactive and MrgX1 ag inactive.
For CCc1noc(C)c1C(=O)Nc1nnc(CC(C)C)s1 the results were MrgX1 antagonist inactive, TRPC6 inhibitor inactive, SKKanGAS inh -4, MrgX1 allo act inactive, TRPC6 activator inactive, Platelet DG rel -12, HIF activator -0.4, RGS4 block inactive, RGS4 pot inactive, TRPC4 inh inactive and MrgX1 ag inactive.
`CCN(CC)C(=O)c1cn(C)c(=O)c2cc(OC)c(OC)cc12` gave MrgX1 antagonist inactive, TRPC6 inhibitor inactive, SKKanGAS inh 0, MrgX1 allo act inactive, TRPC6 activator inactive, Platelet DG rel 2, HIF activator 0.1, RGS4 block inactive, RGS4 pot inactive, TRPC4 inh inactive and MrgX1 ag inactive.
`O=C(CCl)N(c1ccc(Cl)cc1)c1c[nH]c2ccccc12` gave MrgX1 antagonist inactive, TRPC6 inhibitor inactive, SKKanGAS inh 17, MrgX1 allo act inactive, TRPC6 activator inactive, Platelet DG rel -3, HIF activator 1.7, RGS4 block inactive, RGS4 pot inactive, TRPC4 inh inactive and MrgX1 ag 30*.
`O=C(Cc1ccc(Cl)c(Cl)c1)Nc1cccnc1` gave MrgX1 antagonist inactive, TRPC6 inhibitor inactive, SKKanGAS inh -1, MrgX1 allo act inactive, TRPC6 activator inactive, Platelet DG rel 3, HIF activator 0.5, RGS4 block inactive, RGS4 pot inactive, TRPC4 inh inactive and MrgX1 ag inactive.
`COc1cc(OC)c(C2N(c3ccccn3)C(=O)C3CCCN32)cc1OC` (stereo not drawn) gave MrgX1 antagonist inactive, TRPC6 inhibitor inactive, SKKanGAS inh 1, MrgX1 allo act inactive, TRPC6 activator inactive, Platelet DG rel -4, HIF activator 0.8, RGS4 block inactive, RGS4 pot inactive, TRPC4 inh inactive and MrgX1 ag inactive.
Screening CCOC(=O)c1cccc(NC(=O)CNS(=O)(=O)c2cccs2)c1 returned MrgX1 antagonist inactive, TRPC6 inhibitor inactive, SKKanGAS inh 0, MrgX1 allo act inactive, TRPC6 activator inactive, Platelet DG rel 2, HIF activator 0.5, RGS4 block inactive, RGS4 pot inactive, TRPC4 inh inactive and MrgX1 ag inactive.
`COC(=O)c1ccc(OCCOc2ccc(C(=O)OC)cc2)cc1` gave MrgX1 antagonist inactive, TRPC6 inhibitor inactive, SKKanGAS inh 0, MrgX1 allo act inactive, TRPC6 activator inactive, Platelet DG rel -13, HIF activator -11, RGS4 block inactive, RGS4 pot inactive, TRPC4 inh inactive and MrgX1 ag inactive.
`Cc1ccccc1C(=O)Nc1ccc(S(=O)(=O)Nc2onc(C)c2C)cc1` gave MrgX1 antagonist inactive, TRPC6 inhibitor inactive, SKKanGAS inh -3, MrgX1 allo act inactive, TRPC6 activator inactive, Platelet DG rel 1, HIF activator -0.2, RGS4 block inactive, RGS4 pot inactive, TRPC4 inh inactive and MrgX1 ag inactive.
For COc1cc(OC)cc(C(=O)Nc2ccc(Nc3ccccc3)cc2)c1 the results were MrgX1 antagonist inactive, TRPC6 inhibitor -5*, SKKanGAS inh 22, MrgX1 allo act inactive, TRPC6 activator inactive, Platelet DG rel -3, HIF activator 1.5, RGS4 block inactive, RGS4 pot inactive, TRPC4 inh inactive and MrgX1 ag inactive.
Cn1c(SCC(=O)NNC(=S)Nc2ccccc2)nnc1-c1ccccc1 was read as MrgX1 antagonist inactive, TRPC6 inhibitor inactive, SKKanGAS inh -2, MrgX1 allo act inactive, TRPC6 activator inactive, Platelet DG rel 0, HIF activator 0.1, RGS4 block inactive, RGS4 pot inactive, TRPC4 inh inactive and MrgX1 ag inactive.
For Cc1nc2nc[nH]n2c(=O)c1CCC(C)C the results were MrgX1 antagonist inactive, TRPC6 inhibitor inactive, SKKanGAS inh 1, MrgX1 allo act inactive, TRPC6 activator inactive, Platelet DG rel 7, HIF activator 0.8, RGS4 block inactive, RGS4 pot inactive, TRPC4 inh inactive and MrgX1 ag inactive.
O=C1CN2Cc3c(ccc(Cl)c3Cl)N=C2N1 was read as MrgX1 antagonist inactive, TRPC6 inhibitor inactive, SKKanGAS inh -4, MrgX1 allo act inactive, TRPC6 activator inactive, Platelet DG rel inconclusive, HIF activator -0.3, RGS4 block inactive, RGS4 pot inactive, TRPC4 inh inactive and MrgX1 ag inactive.
For C=C1N(c2ccc(Cl)cc2)C(=O)OC1(C)C the results were MrgX1 antagonist inactive, TRPC6 inhibitor inactive, SKKanGAS inh 1, MrgX1 allo act inactive, TRPC6 activator inactive, Platelet DG rel 0, HIF activator 0.0, RGS4 block inactive, RGS4 pot inactive, TRPC4 inh inactive and MrgX1 ag inactive.
COc1ccc(-c2ccc3oc(-c4ccc(OC)cc4)c(C#CC4(O)CCCCC4)c3c2)cc1 was read as MrgX1 antagonist inactive, TRPC6 inhibitor inactive, SKKanGAS inh 32, MrgX1 allo act inactive, TRPC6 activator inactive, Platelet DG rel 4, HIF activator 0.1, RGS4 block inactive, RGS4 pot inactive, TRPC4 inh inactive and MrgX1 ag inactive.

From PubChem BioAssay
